ERp5 inh – blocks human ERp5 reductase activity on insulin; Q15084; ERp5 insulin aggregation, absorbance 650 nm, 90 min; inhibition, % at 9.99 µM; 0.05% of 350,000 active;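 active = mean replicate inhibition above about 25%, with every replicate also reaching it, limit read from the data, passing the limit was not always enough; inconclusive = only one of those two criteria met; inactive = neither criterion met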
PglD DTNB – blocks C. jejuni PglD acetyltransferase activity. purified PglD enzyme, DTNB colorimetric CoA detection. AID 602405. inhibition, % at 12.5 µM. 0.098% of 360,000 active; in the data active = inhibition above about 16%, passing the limit was not always enough; inconclusive = no clear call, values can overlap the other calls; note: strong numbers were not always called active
Statin myotox sup – protects C2C12 myotubes from simvastatin toxicity; ATP luminescence, 48 h; scaled: DMSO 0, geranylgeraniol control 100; rescue of ATP level, % at 7.49 µM; 0.78% of 330,000 active; AID 602340;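 active = mean ATP rescue above about 67%, or every replicate alone reaching that limit, limit read from the data, passing the limit was not always enough; inconclusive = no clear call, values can overlap the other calls; inactive = mean under the limit and some replicate under it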;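 note: myotubes were challenged with 10 µM simvastatin during compound exposure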
DENV2 CPE rescue – DENV2-induced cell death inhibition | DENV2-infected cells, cytopathic effect rescue, plate reader | AID 651640 | CPE inhibition, % at 9.99 µM | 1.7% of 350,000 active; in the data active = CPE inhibition above about 20%, passing the limit was not always enough; inconclusive = no clear call, values can overlap the other calls; tested in BHK-21 cells;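 note: 0% = median of neutral control wells and 100% = median of positive control wells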
E-sel inducer – induces E-selectin expression in human endothelial cells; P16581; HUVEC E-selectin immunofluorescence imaging; normalized: neutral wells 0, TNF-alpha wells 100; activation, % at 7.58 µM; 0.37% of 260,000 active; AID 686992;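 active = mean E-selectin-positive cell signal at least 10% of the positive control, reached in at least 60% of replicates, without over 20% cell loss; inconclusive = no rule given, readout overlaps actives, possibly toxicity-flagged; inactive = the rest, including those meeting only one limit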;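 note: in these data hits start at about 27%; measured in HUVEC primary endothelial cells; signal is the percent of cells scored E-selectin positive by PE staining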
Target sequence (P16581 whole entry, looked up): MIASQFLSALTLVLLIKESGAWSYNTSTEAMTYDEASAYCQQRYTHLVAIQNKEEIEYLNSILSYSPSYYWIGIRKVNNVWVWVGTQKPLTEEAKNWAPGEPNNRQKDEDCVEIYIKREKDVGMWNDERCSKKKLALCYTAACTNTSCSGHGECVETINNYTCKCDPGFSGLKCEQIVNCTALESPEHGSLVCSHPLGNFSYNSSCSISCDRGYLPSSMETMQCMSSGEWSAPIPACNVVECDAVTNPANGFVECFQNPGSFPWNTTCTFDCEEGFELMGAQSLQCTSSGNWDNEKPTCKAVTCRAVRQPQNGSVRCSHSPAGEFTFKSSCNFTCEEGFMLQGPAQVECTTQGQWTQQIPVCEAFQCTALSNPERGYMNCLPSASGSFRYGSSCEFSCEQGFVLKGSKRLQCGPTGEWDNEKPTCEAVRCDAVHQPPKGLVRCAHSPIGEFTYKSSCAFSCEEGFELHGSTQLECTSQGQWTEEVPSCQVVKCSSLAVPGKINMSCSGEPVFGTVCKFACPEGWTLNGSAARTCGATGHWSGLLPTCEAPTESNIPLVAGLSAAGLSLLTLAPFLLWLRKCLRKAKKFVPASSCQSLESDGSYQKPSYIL
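Read-out basis: % PE-positive cells; Test system: HUVEC primary endothelial cells; Technique: immunofluorescence imaging; Dosing: single-point compound dose.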
SIRT5 inh – blocks human SIRT5 desuccinylation of peptide; Purified SirT5, succinyl-peptide AMC, trypsin-coupled fluorescence; Q9NXA8; 1.1% of 330,000 active; inhibition, % at 15 µM; in the data active = inhibition above about 15%; inconclusive = no clear call, values can overlap the other calls
Target sequence (Q9NXA8 whole entry, looked up): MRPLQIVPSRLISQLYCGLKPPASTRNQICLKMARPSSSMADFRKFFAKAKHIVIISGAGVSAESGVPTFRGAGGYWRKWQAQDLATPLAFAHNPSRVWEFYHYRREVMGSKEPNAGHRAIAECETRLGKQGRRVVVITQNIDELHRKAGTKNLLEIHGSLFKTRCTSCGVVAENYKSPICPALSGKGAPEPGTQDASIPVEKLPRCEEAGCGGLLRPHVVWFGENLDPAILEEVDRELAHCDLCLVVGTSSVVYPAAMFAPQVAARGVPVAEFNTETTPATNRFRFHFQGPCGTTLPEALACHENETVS
S100A4 inh HTS – S100A4-myosin IIA interaction inhibition | P26447 | S100A4/TAMRA-MyoIIA peptide fluorescence polarization | inhibition, % at 10.7 µM | 0.14% of 360,000 active | AID 652163;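 active = mean inhibition of at least 70% across replicates, with every replicate also reaching that level; inconclusive = mean inhibition reaches 70% but some replicates fall short; inactive = mean inhibition below 70%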
Target sequence (P26447 whole entry, looked up): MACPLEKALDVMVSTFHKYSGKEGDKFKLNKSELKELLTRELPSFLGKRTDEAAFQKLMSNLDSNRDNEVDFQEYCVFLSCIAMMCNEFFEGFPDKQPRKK
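Test system: S100A4 monomer protein. Medium: HEPES buffer with Ca2+, pH 7.2. Reagent: fluorescent myosin IIA peptide, 5 nM. Compound dosing: single-point compound testing. Timing: 5 min between mix addition and reading. Benchmarks: DMSO neutral and TFP positive wells.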
The depositor's hits bear a star; ? = inconclusive; . = not tested or not shown.

Below each SMILES: S100A4 inh HTS	ERp5 inh	Statin myotox sup	PglD DTNB	E-sel inducer	SIRT5 inh	DENV2 CPE rescue
1: C[C@@H]1CN([C@H](C)CO)C(=O)Cc2cc(NC(=O)Cc3cn(C)c4ccccc34)ccc2O[C@@H]1CN(C)S(C)(=O)=O
→ -3	3	-16	-1	.	4	-3
2: COc1ccc(CN2C(=O)c3ccc(C(=O)O)cc3C2=O)cc1
→ -8	-2	1	-3	.	0	15
3: CO[C@@H]1CN(C)C(=O)c2cc(NS(=O)(=O)c3ccccc3)ccc2OC[C@H](C)N(Cc2nccs2)C[C@@H]1C
→ 2	2	-10	0	-0.3	1	15
4: O=C(COC(=O)c1cccc(O)c1)Nc1ccc(N2CCOCC2)cc1
→ 4	-6	17	2	.	-10	?
5: COCc1[nH]nc2c1C(c1ccc(F)cc1F)C(C#N)=C(N)O2 (stereo not drawn)
→ .	.	-3	3	0.0	.	.
6: CCOC(=O)N1CCC(NC(=O)c2cc(COc3c(C)cccc3C)on2)CC1
→ -12	4	3	-2	.	-5	?
7: CCCN1Cc2cccc(C(=O)N3CCN(c4ccc(OC)cc4)CC3)c2C1=O
→ -8	3	.	.	.	0	11
8: CNC[C@@H]1Oc2c(NS(=O)(=O)c3cn(C)cn3)cccc2C(=O)N([C@H](C)CO)C[C@@H]1C
→ 9	-2	-28	-2	0.3	-3	3
9: CNC(=O)C[C@H]1CC[C@@H]2[C@@H](COc3ccc(NC(=O)Nc4ccccc4OC)cc3C(=O)N2C)O1
→ 4	15	24	-1	0.0	-3	4
10: CCCOC1CCCN(C(=O)c2ccc(OC3CCN(Cc4ccccn4)CC3)cc2)C1 (stereo not drawn)
→ 13	3	7	1	0.1	-2	0
11: CCN(c1ccccc1)S(=O)(=O)c1ccc(Oc2ccccc2C(C)=O)nc1
→ -3	-2	-7	-3	-0.1	.	3
12: O=Cc1c(F)cccc1N1CCCC1
→ -3	6	1	1	3.9	3	0
13: CC1(C)C(=O)OC(c2cccn2-c2ccc([N+](=O)[O-])cc2)C2(CCCCC2)C1=O (stereo not drawn)
→ -10	1	.	.	0.0	-1	15
14: O=S(=O)(c1ccc(F)cc1)N1CCN(c2ncccn2)CC1
→ -2	3	-7	.	0.2	1	1
15: CC(=O)Oc1ccc(/C=C(\NC(=O)c2ccco2)C(=O)NCc2ccccc2)cc1
→ 1	-1	-2	3	12	-1	4
16: COc1ccc(CCNC(=O)CSc2nnnn2C)cc1OC
→ 2	1	.	.	-0.1	9	-2
17: CCC(=O)N(C)C[C@H]1Oc2cc(C#Cc3ccccn3)ccc2S(=O)(=O)N([C@@H](C)CO)C[C@@H]1C
→ 12	-8	-13	-1	-0.4	2	-4
18: CCN1C(=NCC2CC2)N[C@@H](c2ccccc2)C(C(=O)OC)=C1C
→ -5	-5	1	-2	.	.	-4
19: COc1cccc(NC(=O)c2cnc(SC)nc2)c1
→ 23	5	2	-8	.	-1	3
20: O=C(O)c1oc2ccccc2c1CSCc1ccccc1
→ -23	-3	.	-1	0.7	-8	10

An excerpt from above in order of count of non-hydrogen atoms, high to low.
Below each SMILES: S100A4 inh HTS	ERp5 inh	Statin myotox sup	PglD DTNB	E-sel inducer	SIRT5 inh	DENV2 CPE rescue
10: CCCOC1CCCN(C(=O)c2ccc(OC3CCN(Cc4ccccn4)CC3)cc2)C1 (stereo not drawn)
→ 13	3	7	1	0.1	-2	0
6: CCOC(=O)N1CCC(NC(=O)c2cc(COc3c(C)cccc3C)on2)CC1
→ -12	4	3	-2	.	-5	?
16: COc1ccc(CCNC(=O)CSc2nnnn2C)cc1OC
→ 2	1	.	.	-0.1	9	-2

More entries follow:
Below each SMILES: S100A4 inh HTS	ERp5 inh	Statin myotox sup	PglD DTNB	E-sel inducer	SIRT5 inh	DENV2 CPE rescue
21: CCC(=O)Nc1ccc2c(c1)C(=O)N(C)C[C@@H](OC)[C@@H](C)CN(C(=O)C1CC1)[C@H](C)CO2
→ -2	4	-10	1	0.1	-1	-1
22: O=C(NCC1CCN(C(=O)C(=O)c2cccs2)CC1)c1ccc2c(c1)OCO2
→ -2	0	.	.	0.1	.	7
23: CC(C)NC(=O)N(C)C[C@H]1Oc2ccc(NS(=O)(=O)c3ccc(F)cc3)cc2CC(=O)N([C@@H](C)CO)C[C@@H]1C
→ 8	-2	3	1	0.2	-1	?
24: COc1cc(NC(=O)c2c(F)c(F)c(OC)c(F)c2F)ccc1NC(=O)c1cccs1
→ -6	6	-31	-1	.	-2	?
25: CC(C)COC(=O)N1CCCCC1c1cc(C(=O)NC(C)C)no1 (stereo not drawn)
→ -4	1	1	3	0.1	.	6
26: COc1ccc(S(=O)(=O)Nc2c3ccccc3nc(=O)n2-c2ccccc2)cc1
→ -2	3	.	1	.	-2	.
27: COCCNC(=O)C[C@H]1C[C@@H]2c3cc(NC(=O)C4CCOCC4)ccc3O[C@@H]2[C@H](CO)O1
→ 21	-5	3	0	1.1	2	7
28: CCN(CC)CCCn1c2c(c(SCC(=O)Nc3ccc4c(c3)OCCO4)nc1=O)CCC2
→ 2	2	3	1	-1.0	2	-1
29: C[C@@H]1CN([C@H](C)CO)C(=O)Cc2cc(NC(=O)Nc3cccc4ccccc34)ccc2O[C@@H]1CN(C)S(=O)(=O)c1ccc(Cl)cc1
→ 2	1	.	.	0.9	1	10
30: COC(=O)C1=C(C)N(C)C(=NCc2cc(OC)c(OC)c(OC)c2)NC1c1ccc(Cl)cc1 (stereo not drawn)
→ -1	2	.	.	0.0	.	-6
31: CNC(=O)C[C@@H]1CC[C@@H]2[C@@H](COc3ccc(NC(=O)Nc4ccc(F)c(F)c4)cc3C(=O)N2C)O1
→ -14	1	3	2	0.0	-1	-4
32: CC1=C(C(=O)OCCOc2ccccc2)C(c2coc3ccccc3c2=O)C2=C(CCCC2=O)N1 (stereo not drawn)
→ -2	-1	.	.	.	1	3
33: COc1ccc(C(=O)COc2ccc(C)cc2NC(C)=O)cc1
→ -2	5	.	2	.	-1	6
34: O=C(Nc1ccccc1N1CCOCC1)C1=COCCO1
→ 0	2	.	0	-0.1	4	0
35: C[C@@H]1CN([C@H](C)CO)C(=O)c2cccc(NC(=O)c3ccncc3)c2O[C@H]1CN(C)C(=O)Nc1ccc2c(c1)OCO2
→ 3	2	17	2	-6.4	-4	13
36: CCc1ccc(NC(=O)Cn2ncc3c4ccccc4n(C)c3c2=O)cc1
→ -2	1	-4	-1	-0.5	-6	-2
37: COc1ccccc1OCC(=O)Nc1ccc2c(c1)n(C)c(=O)n2C
→ -3	3	2	5	-3.8	0	-3
38: COc1ccc(O)c(/C=N/NC(=S)NCCc2ccccc2)c1
→ 0	2	-1	-1	.	-2	?
39: C[C@@H]1CN([C@H](C)CO)C(=O)c2c(c3ccccc3n2C)-c2ccccc2CO[C@@H]1CN(C)S(=O)(=O)Cc1ccccc1
→ -1	-4	9	2	0.7	8	3
40: COCCNC(=O)C1CCCN(C(=O)c2ccc(SC(F)(F)F)cc2)CC1 (stereo not drawn)
→ -4	-7	-4	1	-0.1	-1	10

A different layout for four compounds above:
27) COCCNC(=O)C[C@H]1C[C@@H]2c3cc(NC(=O)C4CCOCC4)ccc3O[C@@H]2[C@H](CO)O1
  S100A4 inh HTS: 21; ERp5 inh: -5; Statin myotox sup: 3; PglD DTNB: 0; E-sel inducer: 1.1; SIRT5 inh: 2; DENV2 CPE rescue: 7

39) C[C@@H]1CN([C@H](C)CO)C(=O)c2c(c3ccccc3n2C)-c2ccccc2CO[C@@H]1CN(C)S(=O)(=O)Cc1ccccc1
  S100A4 inh HTS: -1; ERp5 inh: -4; Statin myotox sup: 9; PglD DTNB: 2; E-sel inducer: 0.7; SIRT5 inh: 8; DENV2 CPE rescue: 3

33) COc1ccc(C(=O)COc2ccc(C)cc2NC(C)=O)cc1
  S100A4 inh HTS: -2; ERp5 inh: 5; Statin myotox sup: .; PglD DTNB: 2; E-sel inducer: .; SIRT5 inh: -1; DENV2 CPE rescue: 6

31) CNC(=O)C[C@@H]1CC[C@@H]2[C@@H](COc3ccc(NC(=O)Nc4ccc(F)c(F)c4)cc3C(=O)N2C)O1
  S100A4 inh HTS: -14; ERp5 inh: 1; Statin myotox sup: 3; PglD DTNB: 2; E-sel inducer: 0.0; SIRT5 inh: -1; DENV2 CPE rescue: -4

Additional compounds:
Below each SMILES: S100A4 inh HTS	ERp5 inh	Statin myotox sup	PglD DTNB	E-sel inducer	SIRT5 inh	DENV2 CPE rescue
41: N#Cc1cc2cc3c(cc2nc1Cl)OCCO3
→ -2	-3	6	.	-0.5	-6	41*
42: COCCNC(=O)c1onc(CSc2ccccc2C)c1C(=O)O
→ -2	-4	9	1	1.0	-1	9
43: Cc1ccc(C(=O)COC(=O)c2cnccn2)cc1[N+](=O)[O-]
→ -4	-4	0	-6	-0.1	0	2
44: CCC(C)NC(=O)Cn1c(=O)sc2ccccc21 (stereo not drawn)
→ -4	-1	-5	4	-0.2	-4	10
45: COc1ccc(S(=O)(=O)N2CCOC2CNC(=O)C(=O)NCc2ccc3c(c2)OCO3)cc1 (stereo not drawn)
→ 0	3	.	4	-0.2	-5	2
46: NS(=O)(=O)c1ccc(NC(=O)COC(=O)CN2C(=O)C3CC=CCC3C2=O)cc1 (stereo not drawn)
→ 2	-2	1	4	.	0	-3
47: CCCSc1ccc([C@@H]2[C@@H]3C(=O)N(CC)C(=O)[C@@H]3[C@]3(C(=O)OC)CCCCN23)cc1OC
→ 2	-5	-1	0	-0.1	.	4
48: CCCNC(=O)C[C@H]1CC[C@@H]2[C@H](COc3ccc(NC(=O)C4CCOCC4)cc3C(=O)N2C)O1
→ 19	1	-8	2	0.0	3	1
49: O=C(CCN1CCCCC1)NCC[C@@H]1CC[C@H](NC(=O)C2CCOCC2)[C@H](CO)O1
→ -5	1	2	0	0.5	1	?
50: N#Cc1c(-c2ccccc2)cc(-c2cccs2)nc1SCC(=O)O
→ -1	0	10	1	-0.2	-2	2
51: CCOc1ccccc1C(=S)NC1CCCCC1
→ 3	-3	-11	-4	.	-5	2
52: CC1CCN(S(=O)(=O)c2cc(F)ccc2CN2C(=O)c3cccnc3C2=O)CC1
→ 0	5	1	-5	-0.2	4	12
53: Cc1c(NC(=O)Cc2noc3ccccc23)cccc1[N+](=O)[O-]
→ -2	6	.	-1	.	-1	3
54: CCNC(=O)C[C@@H]1CC[C@H]2[C@H](COc3ccc(NC(=O)Nc4ccccc4F)cc3C(=O)N2C)O1
→ -14	-1	10	1	-0.1	-7	-7
55: O=C(C1CC1)N1[C@H](CO)[C@H]2c3ccccc3N(S(=O)(=O)c3ccc(F)cc3)C[C@H]21
→ 4	0	-11	-2	1.4	-4	-6
56: CC(C)(O)CCCC(C)(O)c1ccc(C(=O)O)cc1O (stereo not drawn)
→ -3	6	4	-6	.	2	7
57: CCCCn1c(N)c(N(CCOC)C(=O)c2cc(-c3ccc(OC)c(OC)c3)nc3ccccc23)c(=O)[nH]c1=O
→ -2	5	-3	7	0.7	3	-8
58: Cn1c2c(c(=O)n(C)c1=O)C(c1ccccc1Cl)C(C#N)=C(N)O2 (stereo not drawn)
→ 1	2	.	.	-0.1	-1	-2
59: COCCCNC(=O)C[C@H]1C[C@H](C(=O)N2CCOCC2)[C@@]2(CCC3CCCC3)c3[nH]c4cc(-c5ccco5)ccc4c3CCN2C1=O
→ -3	-1	10	-5	0.5	0	?

These rows are one share of the data. The share of hits here may be higher or lower than overall.
